BAZ2B inh: blocks human BAZ2B; AID 504333; Potency, µM (doses to about 114 µM), inactives show at the highest dose activity change, negative = inhibition, usual class: inhibitors; 4.4% of 360,000 active; AlphaScreen BAZ2B-H3K14Ac peptide displacement; further: potency means the concentration at half of the fitted maximal effect; on the % scale 0 is the no-effect control and ±100 the full control effect; nearly all actives have a fitted effect of over 60% in size
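BAZ2B 50 nM plus b-H3(5-23)K14Ac 50 nM, PBS pH 7.4/0.01% Tween-20, 30 min RT; compound added (max 110 uM), 30 min RT; streptavidin donor/Ni-chelate acceptor beads 10 ug/mL final, 20 min dark; AlphaScreen read.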
Pin1 inhibitor: inhibitors of human Pin1 | Potency, µM (series often up to 115 µM), without a hit: top-dose activity, negative = inhibition, hits mostly inhibitors | Pin1 FP peptide displacement, HiFluor488, 10 min | 0.009% of 390,000 active; active means well fitted inhibition curve with a large enough effect in the polarisation, with a control signal flat, not every such curve was filed as active; inconclusive means small, poorly fitted or top-dose-only effect, or effect the other way, or a change in a side signal; inactive means no such curve, though single readings can be large or run the other way; the % refers to the polarisation; further: potency means the concentration at half of the fitted maximal effect; on the % scale 0 is the no-effect control and ±100 the full control effect
Target sequence (Q13526 whole entry, looked up): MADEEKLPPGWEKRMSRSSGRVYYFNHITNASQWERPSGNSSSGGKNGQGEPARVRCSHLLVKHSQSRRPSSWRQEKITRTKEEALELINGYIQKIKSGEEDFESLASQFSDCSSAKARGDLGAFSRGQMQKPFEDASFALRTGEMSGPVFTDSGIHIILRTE
PI4K2A inh: blocks human PI4K2A kinase activity; Q9BTU6; purified PI4K2A, ADP-Glo luminescence, 1 h; stronger effect = lower value; activity change, negative = inhibition, % at 76.9 µM; 0.13% of 420,000 active; in the data active means activity change below about -50%; inconclusive means mostly about -30% to -49%;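 further: -100% = wells without enzyme as full effect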
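PI4K2A activity was measured by ADP-Glo luminescence: enzyme (4 ug/mL stock) and phosphatidylinositol (1.2 mM stock) in Tris pH 7.5/MgCl2/EGTA/Triton X-100 buffer were reacted with ATP (300 microM stock) for one hour at ambient temperature.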
G9a inh: inhibitors of human histone lysine methyltransferase G9a | 8.8% of 350,000 active | Potency, µM (titrated, usually from 102 µM), for the others: at the top dose activity, negative = inhibition, hits mostly inhibitors | G9a H3K9 monomethylation, AlphaScreen, 2 h | AID 504332; further: potency means the concentration at half of the fitted maximal effect; on the % scale 0 is the no-effect control and ±100 the full control effect; nearly all actives have a fitted effect of over 75% in size
Target sequence (Q96KQ7 913-1193 limits assumed): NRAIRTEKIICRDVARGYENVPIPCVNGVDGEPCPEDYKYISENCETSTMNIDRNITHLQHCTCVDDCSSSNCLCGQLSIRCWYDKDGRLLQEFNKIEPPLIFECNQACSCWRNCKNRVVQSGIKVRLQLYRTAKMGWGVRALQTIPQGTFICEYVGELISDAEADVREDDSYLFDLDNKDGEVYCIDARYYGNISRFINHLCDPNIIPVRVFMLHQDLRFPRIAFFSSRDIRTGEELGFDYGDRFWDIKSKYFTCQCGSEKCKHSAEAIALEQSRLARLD
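Signal arises when biotinylated H3K9 peptide, once monomethylated, bridges streptavidin donor and antibody-captured acceptor beads. Enzyme at 20 nM was preincubated 15 min with test compounds; peptide 500 nM and SAM 20 uM then reacted for 2 h.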
PGK inhibitor: blocks T. brucei phosphoglycerate kinase. Potency, µM (titrated, usually from 57.5 µM), for inactives: top-dose activity change, negative = inhibition, hits mostly inhibitors. PGK/GAPDH coupled, Kinase-Glo luminescence, 60 min. 0.043% of 380,000 active. P07378; further: potency means the concentration at half of the fitted maximal effect; on the % scale 0 is the no-effect control and ±100 the full control effect; nearly all actives have a fitted effect of over 60% in size
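Luminescent ATP detection (Kinase-Glo Plus) follows a 60-minute room-temperature incubation, with wells lacking PGK as controls. Buffer: 100 mM TEA (pH 7.6), 5 mM MgCl2, 0.01% Tween-20. Coupling enzyme GAPDH (100 nM final) supplies unstable 1,3-BPG in-well.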
ERG-DNA inh: ERG Ets/DNA interaction inhibition; fluorescence polarization, His-ERG Ets domain / labelled DNA; P11308; AID 624246; 0.028% of 370,000 active; Potency, µM (titrated, usually from 76.9 µM), inactives show top-dose FP activity, negative = inhibition, most hits filed as inhibitors; active means well fitted inhibition curve with a large enough effect in the polarisation, with a control signal flat; inconclusive means small, poorly fitted or top-dose-only effect, or effect the other way, or a change in a side signal; inactive means no such curve, though single readings can be large or run the other way; the % refers to the polarisation;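 further: polarization taken with two DNA probes labelled with fluorescein and Texas red; potency means the concentration at half of the fitted maximal effect; % of control where 0% means no effect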
Target sequence (P11308 whole entry, looked up, the tested form may be a part): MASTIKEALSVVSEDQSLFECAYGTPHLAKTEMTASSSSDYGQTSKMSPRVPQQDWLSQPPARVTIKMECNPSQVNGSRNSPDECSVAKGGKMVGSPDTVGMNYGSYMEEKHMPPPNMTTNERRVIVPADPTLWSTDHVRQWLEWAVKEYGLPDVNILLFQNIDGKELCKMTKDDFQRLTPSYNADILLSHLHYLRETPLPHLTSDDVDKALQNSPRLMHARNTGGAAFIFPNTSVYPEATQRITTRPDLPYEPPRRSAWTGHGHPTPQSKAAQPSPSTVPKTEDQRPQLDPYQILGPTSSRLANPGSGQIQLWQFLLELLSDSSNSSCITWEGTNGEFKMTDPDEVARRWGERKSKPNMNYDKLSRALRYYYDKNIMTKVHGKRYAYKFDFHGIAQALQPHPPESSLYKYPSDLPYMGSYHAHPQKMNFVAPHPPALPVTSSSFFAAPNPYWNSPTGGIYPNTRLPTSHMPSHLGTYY
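His-tagged ERG Ets domain (1 uM in the protein solution; 300mM KCl, 50mM Tris-HCl, 1mM EDTA, 1mM DTT, pH 7.5) received compound, then a probe mix of 5 nM fluorescein-DNA and 100nM Texas-615-DNA. Fluorescence polarization was read for both dyes.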
HP1b binding inh: blocks HP1-beta chromodomain binding to methylated histone tails; P83916; AlphaScreen HP1-beta / biotin-H3K9me3 peptide binding; Potency, µM (series often up to 114 µM), for inactives: top-dose activity change, negative = inhibition, actives largely listed as inhibitors; 0.56% of 390,000 active; further: potency means the concentration at half of the fitted maximal effect; nearly all actives have a fitted effect of over 70% in size; inactives centre near 23
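AlphaScreen: HP1-beta (50 nM) preformed 30 min with biotin-H3(1-18)K9me3 peptide (50 nM) in PBS pH 7.4, 0.01% Tween-20. Compound added for 30 min at RT, then streptavidin donor/nickel chelate acceptor beads (10 ug/mL) for 30 min.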
GLS inhibitor: blocks human kidney-isoform glutaminase activity. O94925. 0.21% of 410,000 active. GLS enzymatic activity, qHTS titration. AID 624170. Potency, µM (top dose mostly 45.5 µM), for inactives: at the highest dose activity change, negative = inhibition, usual class: inhibitors; further: potency means the concentration at half of the fitted maximal effect; on the % scale 0 is the no-effect control and ±100 the full control effect
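Enzyme dispensed in phosphate buffer (45 mM, pH 8.2, 0.02% Tween-20), compounds pinned in, then 1 mM L-glutamine solution and the glutamate oxidase–HRP–Amplex Red mix added; fluorescence read immediately and again after 30 min at room temperature.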
JMJD2A Tudor: inhibitors of human JMJD2A Tudor domain; O75164; AlphaScreen JMJD2A-Tudor / H3K4me3 peptide binding; Potency, µM (titrated, usually from 114 µM), for the others: at the top dose activity change, negative = inhibition, usual class: inhibitors; 4.4% of 390,000 active; further: potency means the concentration at half of the fitted maximal effect; on the % scale 0 is the no-effect control and ±100 the full control effect; nearly all actives have a fitted effect of over 50% in size
Numbers without * were called inactive; i = inactive; ? = inconclusive; . = no result given; & = joins results of further samples; [ ] = remark or other dose. Unless noted, the call rests on the fitted dose curve; in most records, active means well fitted curve in the direction sought with a large enough effect; inconclusive means small, poorly fitted or top-dose-only effect, or another doubt; inactive means no such curve, though single readings can be large; an effect the other way counts as inactive or inconclusive. Some of the compounds tested (hit frequency here may not be typical).

SMILES	BAZ2B inh	Pin1 inhibitor	PI4K2A inh	G9a inh	PGK inhibitor	ERG-DNA inh	HP1b binding inh	GLS inhibitor	JMJD2A Tudor
COc1ccccc1Sc1ccccc1CC(C)N (stereo not drawn)	21%	-2%	5	17%[59 µM]	i	-1%	28%	-2%	18%[57.1 µM]
COC(=O)C1=C(c2ccccc2)C[C@@H]2CC[C@H]1N2C(=O)NCCNC(C)=O	.	-10%	2	.	1%	-4%	29%	5%	-6%
CCC1(O)C(=O)OCc2c1cc1n(c2=O)Cc2cc3cc(O)ccc3nc2-1 (stereo not drawn)	.	?	3	.	?	-4%	-14%	?	?
Cc1cc(C=C2C(=O)N(C)C(=O)N(C)C2=O)c(C)n1-c1ccccc1	-8%	8%	0	7.9µM*	9%	9%	65%[activator]	-3%	-5%
N#Cc1ccc(NC(=O)CN2CCCCCC2)cc1Cl	0%	0%	3	-18%	-8%	-7%	28%	-4%	-4%
CCn1cc(C=C2C(=O)NC(=O)NC2=O)c2ccccc21	1%	?	-22	-7%	0%	3%	16%[57 µM]	-12%	-22%
COC(=O)C1=C(c2cccc(OC)c2OC)C[C@@H]2CC[C@H]1N2C(=O)NCCNC(C)=O	.	-5%	1	.	6%	10%	25%	0%	-6%
COc1ccc(OC)c(NP(=O)(Oc2ccccc2)Oc2ccccc2)c1	?	-5%	-1	?	i	1%	6%	0%	?
Cc1cccc(CNCCc2c[nH]c3ccccc23)c1	40µM*	-3%	0	.	-2%	7%	13%	18%	?
Cc1cc(Oc2ccc(C(F)(F)F)cc2[N+](=O)[O-])c2c3c(c(=O)oc2c1)CCC3	-1%	0%	0	-9%[59 µM]	i	-13%	58%[activator]	-11%	1%
CCC(=O)N1CC(=O)Nc2ccc(F)cc2C1c1ccccc1 (stereo not drawn)	-2%	-5%	6	-51%	-2%	-11%	29%	-7%	-8%
Cc1ccc(NC(=O)CCNS(=O)(=O)c2ccc3c(c2)oc(=O)n3C)c(C)c1	-5%	-9%	-1	25%[2.33 µM]	-5%	5%	53%[activator]	-1%	-10%
COCCCN1Cc2ccccc2C1=N	-3%	-7%	1	4%	-4%	.	25%	0%	-11%
COC(=O)c1c(C)n(Cc2ccc3c(c2)OCO3)c2ccc(O)cc12	?	-3%	-3	35µM*	i	0%	-16%	0%	?
O=C(N/N=C1/CN2CCC1CC2)c1cccc(O)c1	?	-1%	4	10µM*	-9%	10%	2%	18%	45µM*
COc1ccc(O)c(C(=O)c2cnn(-c3ccccn3)c2)c1	-35%	-2%	-14	-1%	-3%	-2%	-20%	?	-30%
O=C(O)c1ccc(-n2c(O)c(/C=C3\C=Nc4ccccc43)c(=O)[nH]c2=O)cc1	-16%	21%	-13	45µM*	-2%	-1%	5%	12%	-12%
CN1C2CCC1CC(OC(=O)c1cc(Cl)cc(Cl)c1)C2 (stereo not drawn)	-3%	3%	-4&0	32%[59 µM]	-3%	5%	31%	1%&-1%	5%
O=C(NCc1c(-n2cccc2)sc2c1CCCC2)Nc1cccc(C(F)(F)F)c1	-18%	-1%	2	-36%[59 µM]	i	-2%	51%[activator]	-14%	-8%
O=C(CCC(=O)N1CC2C[C@@H](C1)Cn1c2cccc1=O)NCCc1ccccc1	8%	-2%	-2	8%[12.7 µM]	i	2%	13%	10%	-16%
O=C(c1ccc(F)c([N+](=O)[O-])c1)N1CC2CC(C1)c1cccc(=O)n1C2 (stereo not drawn)	-19%	4%	2	15%	.	-2%	21%	-8%	-7%
CC1CCC(NC(=O)CNC(=S)N2CC3CC(C2)c2cccc(=O)n2C3)CC1 (stereo not drawn)	-2%	-18%	-7	49%[59 µM]	1%	6%	28%	-3%	-30%
COC(=NC1CCCCC1)C(O)c1c[nH]c2ccccc12 (stereo not drawn)	9%	1%	2	-80%	i	-7%	44%[activator]	-2%	-14%
Cc1cc(C=O)c(C)n1CC1CCCO1 (stereo not drawn)	2%	-5%	-2	3%	-5%	8%	37%[activator]	5%	-2%
O=C1NC(=O)C(C2CCCCCC2)C(=O)N1	.	10%	-4	.	7%	1%	16%[57 µM]	6%	-3%
Cc1ccc(NS(=O)(=O)c2ccc(Cl)c(N=Nc3c(O)[nH]c(=O)[nH]c3=O)c2)cc1Cl	.	?	-2	.	-19%	-3%	24%	?	-33%
c1ccc2c(CNC3CCCCC3)c[nH]c2c1	-4%	-2%	3	-8%	-6%	11%	10%	0%	-20%
O=C1NC(=O)C(=Cc2cn(CCOc3ccc4c(c3)OCO4)c3ccccc23)C(=O)N1	-8%	?	-9	?	-10%	-3%	38%	-4%	-24%
CC(=O)c1c(C)n(CCCOC(C)C)c2ccc(O)cc12	-12%	-4%	0	0%[12.7 µM]	.	.	19%	-15%	-3%
CCc1c(C)nc(N)nc1N1N=C1SCC#N	4%	0%	7	18%	-2%	0%	7%	3%	-20%
c1cc2c(cc1CN1CCNCC1)OCO2	-13%	-5%	4	-27%	-6%	4%	23%	1%	-12%
COC(=O)C1=C(c2ccc3ccccc3c2)C[C@@H]2CC[C@H]1N2C(=O)NC1CCCCC1	-5%	-1%	-4	13%[0.501 µM]	11%	-3%	33%	-1%	-22%
COc1ccc(N2CCN(C(=O)c3cc(=O)[nH]c4ccccc34)CC2)cc1	?	-5%	-2	?	-5%	-4%	-16%	19%	-9%[11.4 µM]
COC(=O)C1=C(c2cc3ccccc3s2)C[C@@H]2CC[C@H]1N2C(=O)NCCO	.	8%	-4	.	2%	6%	26%	4%	-7%
CN(C)c1ccc(/C=C/C=C/c2sc3ccccc3[n+]2C)cc1	?	34%[activator]	-27	?	i	91%[activator]	?	5%	?
CC1CN(c2ccccn2)C(C)CN1C(=O)C(O)(c1ccccc1)c1ccccc1 (stereo not drawn)	.	1%	-2	.	-1%	-7%	15%	-3%	-17%
O=C(NC(C(Cl)Cl)N1CCOCC1)c1ccccc1 (stereo not drawn)	-34%	-7%	3	?	-9%	5%	53%[activator]	-3%	-13%
O=[N+]([O-])c1ccc(N2CCCCC2)c2ncccc12	?	8%	-3	?	-5%	-3%	?	0%	?
Fc1ccc(N2CCN(Cc3ccc4c(c3)OCO4)CC2)cc1	56µM*	-1%	-2	8.9µM*	-7%	3%	?	9%	3.5µM*
CC(c1ccccc1F)n1cc(C(=O)Nc2ccc3nc[nH]c3c2)nn1 (stereo not drawn)	-1%	-3%	4	5%	-5%	-13%	42%	0%	-21%
COc1cc2oc(=O)c(CC(=O)N3C[C@H]4C[C@@H](C3)c3cccc(=O)n3C4)c(C)c2cc1Cl	.	-2%	2	.	i	-7%	10%	6%	-30%
CC(Cc1ccccc1)N(C)CC1C(=O)C2CCC1C2 (stereo not drawn)	.	-3%	-4	.	i	-6%	39%[activator]	3%	-4%
O=c1[nH]c(=S)n(CCC2=CCCCC2)c(O)c1/C=N/Nc1ccccc1	-31%	?	-10	?	-4%	21%	-2%	6%	?
O=Cc1c(C(=O)O)n(Cc2ccc(F)cc2Cl)c2ccccc12	0%	35%[activator]	-3	-16%	i	7%	39%	32%[activator]	-15%
O=C1C(Cc2cnc[nH]2)NC(=S)N1c1ccccc1 (stereo not drawn)	-3%	3%	0	50µM*	-5%	-7%	22%	6%	?
COc1cc(C(=O)N2C[C@H]3C[C@@H](C2)c2cccc(=O)n2C3)cc(OC)c1OC	-8%	4%	-2	1%[12.7 µM]	3%	-11%	15%	18%	-15%
C[C@H]1[C@@H](c2ccccc2)O[C@@H](c2ccccc2Br)N1C	9%	1%	1	6%[2.33 µM]	i	-1%	92%[activator]	3%	17%
O=C1/C(=C\c2ccc3c(c2)OCO3)N2CCC1CC2	-2%	0%	5	3%[59 µM]	-5%	-2%	23%	0%	-15%
Cc1ccc(-c2nc(CN3C(=O)CN=C(c4ccccc4Cl)c4cc(Cl)ccc43)c(C)o2)cc1	2%	1%	-1	-8%[59 µM]	-6%	3%	17%	0%	-13%
Cc1oc(-c2cccc(Cl)c2)nc1CN1CCC(C(=O)NCCCN2CCN(c3ccc(F)cc3)CC2)CC1	22µM*	-4%	-5	?	9%	2%	-1%	17%	-28%
CCS(=O)(=O)NC(C)c1nnc2n1-c1ccc(Br)cc1C(c1ccccc1Cl)=NC2 (stereo not drawn)	.	-2%	2	.	-3%	-15%	28%	-1%	-11%
COc1ccc(CNC(=O)CSCc2cnn(-c3ccccc3)c2-n2cccc2)cc1OC	28µM*	?	1	-40%[59 µM]	-1%	-1%	-13%	8%	-30%
Cc1ccc2c(=O)n(-c3cccc(Cl)c3)c(=O)[nH]c2c1	0%	13%	2	?	4%	5%	41%[activator]	-21%	-8%
CN1CCC(C)(O)C2CCCCC21 (stereo not drawn)	5%	3%	6	18%	-1%	-5%	16%	6%	6%
COc1ccc(Nc2nc(N)nc(CSc3nc4ccccc4s3)n2)cc1	-35%	9%	2	?	-7%	4%	-16%	-1%	?
C=CCn1c(O)c(C(CC)=NC2CC2)c(=O)[nH]c1=O	10%[57.1 µM]	-14%	2	28%	7%	-1%	18%	14%	-10%

Source: PubChem
